Screens from PubChem.
UHRF1 MBD2 ctr – UHRF1 methylated DNA binding inhibitors, primary screen, counter-screen for MBD2 inhibitor project, biochemical, TR-FRET, human UHRF1, single concentration; AID 687016, 2013; inhibition, % at 4.4 µM; 370,000 tested, 0.75% active; UHRF1 binding to methylated oligo; in the data active = inhibition above about 21%;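 note: UHRF1 SRA domain binding a hemimethylated CpG hairpin DNA probe; 0% = median of test compound wells and 100% = reference inhibitor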
proKLK7 act – proKLK7 zymogen activators, primary screen, biochemical, fluorescence intensity; Kallikrein-7 (Homo sapiens), P49862; purified proKLK7, EDANS-DABCYL substrate fluorescence; 100% is mature enzyme control, 0% vehicle; activation, % at 7 µM; 370,000 tested, 0.9% active; AID 652039, 2013;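 active = activation above the mean of all tested compounds plus 3 SD, computed per campaign excluding outliers beyond control limits, cut at about 13% in these data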
TDP2 absorb – human TDP2 enzyme inhibitors, primary screen, biochemical, epi absorbance, recombinant enzyme | Tyrosyl-DNA phosphodiesterase 2 (Homo sapiens), O95551 | T5PNP hydrolysis, p-nitrophenol absorbance 415 nm | inhibition, % at 12.8 µM | 370,000 tested, 0.34% active;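 active = inhibition above the mean of all tested compounds plus 3 SD, set per campaign, cut at about 25% in these data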;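 note: 0% = DMSO with enzyme and 100% = buffer with substrate but no TDP2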
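Evaluation: % inhibition relative to enzyme-containing and enzyme-free wells. Material: recombinant human TDP2. Benchmarks: enzyme-free and DMSO wells. Timing: enzyme reaction with compound for 2 h at 37 °C. Compound dosing: 12.8 µM only. Measured by: p-Nitrophenol epi absorbance. Reagent: T5PNP substrate at 5 mM, a TopII-DNA adduct mimic. Replication: single well per compound.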
LEDGF integ inh – blockers of LEDGF/p75-dependent integrase strand transfer – biochemical, TR-FRET, high throughput, primary screen; AID 743269, 2014; inhibition, % at 3.7 µM; 370,000 tested, 0.64% active; TR-FRET IN-LEDGF/p75 DNA integration, Eu/Cy5;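 active = inhibition above the screen-wide mean plus 3 SD, cut at about 13% in these data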;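 note: signal is the Cy5 over europium emission ratio at 671 and 618 nm; 0% = plate median of compound wells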
DDE Tn6 FP inh – inhibitors of Tn6 peptide binding to fibrin DD(E), primary screen, biochemical, fluorescence polarization, human fibrin, Tn6 probe; Fibrinogen beta chain (Homo sapiens), P02675; Fibrin DD(E) TRITC-Tn6 fluorescence polarization displacement; inhibition, % at 8.3 µM; 370,000 tested, 0.21% active; AID 720509, 2013;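 active = inhibition above a per-campaign cutoff: mean of compounds within control limits plus 3 SD, cut at about 15% in these data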;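 note: 0% = median of all compound wells on the plate and 100% = blocking peptide control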
Target sequence (P02675 whole entry, looked up): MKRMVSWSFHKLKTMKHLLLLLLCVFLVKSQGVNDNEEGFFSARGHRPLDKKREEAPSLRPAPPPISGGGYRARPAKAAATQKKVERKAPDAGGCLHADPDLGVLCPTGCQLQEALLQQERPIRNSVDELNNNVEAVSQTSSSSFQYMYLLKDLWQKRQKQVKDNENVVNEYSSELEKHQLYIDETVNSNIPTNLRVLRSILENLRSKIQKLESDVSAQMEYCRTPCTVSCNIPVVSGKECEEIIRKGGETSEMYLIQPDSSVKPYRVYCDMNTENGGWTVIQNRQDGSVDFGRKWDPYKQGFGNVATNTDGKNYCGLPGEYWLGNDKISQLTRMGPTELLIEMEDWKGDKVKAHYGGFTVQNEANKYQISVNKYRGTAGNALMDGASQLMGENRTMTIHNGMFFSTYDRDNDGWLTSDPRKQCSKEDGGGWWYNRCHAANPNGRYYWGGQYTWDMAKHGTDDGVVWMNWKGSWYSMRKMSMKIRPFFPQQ
MBD2 inh – inhibitors of MBD2 binding to methylated DNA, primary screen, biochemical, TR-FRET, DNA-binding domain, human | MBD2 binding to methylated oligonucleotide | inhibition, % at 4.4 µM | 370,000 tested, 0.31% active | AID 686964, 2013; in the data active = inhibition above about 13%
Target sequence (Q9UBB5 whole entry, looked up, the tested form may be a part): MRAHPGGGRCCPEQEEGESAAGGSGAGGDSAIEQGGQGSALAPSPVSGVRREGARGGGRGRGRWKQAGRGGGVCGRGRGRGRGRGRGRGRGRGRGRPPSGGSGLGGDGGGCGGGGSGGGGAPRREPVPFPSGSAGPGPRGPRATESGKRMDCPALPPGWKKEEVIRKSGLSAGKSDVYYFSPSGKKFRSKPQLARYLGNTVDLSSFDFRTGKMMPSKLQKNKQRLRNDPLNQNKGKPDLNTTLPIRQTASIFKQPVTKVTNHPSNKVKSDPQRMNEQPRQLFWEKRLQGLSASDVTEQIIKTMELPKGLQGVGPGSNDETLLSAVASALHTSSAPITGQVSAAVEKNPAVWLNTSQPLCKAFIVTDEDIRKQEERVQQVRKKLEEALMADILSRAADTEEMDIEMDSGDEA
Tn7 DDE FP – inhibitors of Tn7 peptide binding to fibrin DD(E), primary screen, biochemical, fluorescence polarization, human fibrin, Tn7 probe; Fibrinogen beta chain (Homo sapiens), P02675; FP displacement of FITC-Tn7 peptide from fibrin DD(E); 0% = median of compound wells per plate; inhibition, % at 8.3 µM; 370,000 tested, 0.13% active;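 active = inhibition above the mean of compounds falling within the control limits plus 3 SD of them, cut at about 14% in these data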;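 note: 0% = plate median of compound wells and 100% = 10 µM Aha-Tn7 peptide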
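Assay system: Fibrin-DD(E) protein isolated from polymerized human fibrin clots; read-out basis: percent inhibition; medium: Tris/NaCl/CaCl2 buffer, pH 7.8; signal: FP measurement; incubation: 10 min plus 3 h, room temperature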
TCR CD3 inh – inhibitors of human TCR-CD3 interaction, primary screen, biochemical, fluorescence, TAMRA-labeled TCR probe | inhibition, % at 9.4 µM | AID 651800, 2012 | 360,000 tested, 0.37% active; in the data active = inhibition above about 19%;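 note: recombinant mutant TCR 2C K166C tagged with TAMRA read by polarization; 0% = receptor in buffer alone and 100% = receptor with positive control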
SIAE primary – human SIAE inhibitors, primary screen, biochemical, fluorescence polarization, FP-Rh probe, 1536-well HTS; 370,000 tested, 0.69% active; SIAE FP-Rh probe binding; AID 1053197, 2014; inhibition, % at 9.66 µM; Sialate O-acetylesterase (Homo sapiens), Q9HAT2;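 active = inhibition above a cutoff: mean of compounds within the control limits plus 3 SD of those, cut at about 17% in these data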;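 note: 0% = plate median of compound wells and 100% = probe without SIAE protein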
PRMT1 FP inh – PRMT1 methyltransferase inhibitors, primary screen, biochemical, fluorescence polarization | Protein arginine N-methyltransferase 1 (Homo sapiens), Q99873 | recombinant PRMT1, activity-based probe fluorescence polarization | inhibition, % at 2.79 µM | 370,000 tested, 1.3% active;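 active = inhibition above about 21% made by adding two undisclosed values, limit read from the data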
An asterisk follows results filed as active. Hits appear at their usual frequency (roughly 4.6% active in at least one column).

SMILES | UHRF1 MBD2 ctr | proKLK7 act | TDP2 absorb | LEDGF integ inh | DDE Tn6 FP inh | MBD2 inh | Tn7 DDE FP | TCR CD3 inh | SIAE primary | PRMT1 FP inh
CCc1cc(-c2n[nH]c(C)c2-c2nc3ccccc3s2)c(O)cc1OCC(=O)NN | 3 | -0.1 | -7 | -1 | 5 | 5 | 5 | -8 | 0 | 4
Nc1cccc(C(=O)O)c1 | 0 | -0.2 | 2 | -1 | 3 | -1 | 1 | 1 | 1 | 0
O=C(O)c1cc(-c2cccs2)nn1-c1ccc(F)cc1 | -2 | 0.4 | 11 | -1 | -3 | 3 | 2 | 7 | 15 | 0
CC1CCCCN1S(=O)(=O)c1cn(C)c(=O)n(C)c1=O (stereo unspecified) | 0 | 0.1 | -1 | 4 | -1 | 0 | 0 | 5 | 7 | -4
COc1ccccc1C(=O)OCC(=O)Nc1ccccc1OC(F)F | 3 | 0.1 | -20 | 5 | -1 | 4 | 4 | 4 | -5 | -4
COc1ccccc1C(=O)NCCC(=O)N1CC(=O)Nc2ccccc21 | 1 | 0.3 | 11 | 1 | 1 | 5 | 2 | -1 | -13 | -1
CCCC(=O)Nc1ccccc1-c1nnc(SC)[nH]c1=O | 3 | 0.3 | 3 | 2 | 3 | -4 | 1 | -4 | -2 | 4
O=C(COC(=O)c1ccncc1)NCc1ccccc1 | 3 | -0.3 | 3 | 5 | 4 | 3 | -15 | 4 | -1 | 1
Cc1c2cnn(-c3ccccc3)c(=O)c2c(C)n1CCCC(=O)NCCN1CCN(C)CC1 | -3 | -0.5 | 7 | -4 | 8 | 3 | 1 | 1 | 9 | -4
O=C(Nc1cccc(NC(=O)c2cccs2)c1)c1ccc(Br)cc1 | 2 | 0.5 | -3 | 1 | -5 | -4 | 0 | -1 | -15 | 3
CCc1ccc2[nH]c(=O)c(CN(Cc3ccc4c(c3)OCO4)C(=O)c3ccco3)cc2c1 | -2 | -1.3 | -4 | -1 | -2 | -1 | -1 | 3 | -3 | 2
COC(=O)[C@H](Cc1ccccc1)NC(=O)Cn1cnc2c(OCc3ccccc3)ncnc21 | 0 | 0.0 | -1 | 0 | -6 | -1 | 6 | 3 | -4 | 3
Nc1cccc(Nc2nc(OC(C(F)(F)F)C(F)(F)F)nc(OC(C(F)(F)F)C(F)(F)F)n2)c1 | -1 | 0.1 | -10 | 0 | -2 | -8 | 1 | -1 | 0 | 7
CCCn1nnnc1SCC(=O)NNC(=O)c1ccco1 | 0 | -0.1 | -5 | -3 | 8 | -2 | 1 | 4 | 3 | 1
OC[C@H]1O[C@@H](O[C@@H]2[C@@H](CO)O[C@@](O)(CO)[C@H]2O)[C@H](O)[C@@H](O)[C@H]1O | 0 | 0.4 | -5 | 2 | 1 | -1 | -7 | 6 | -1 | 2
COc1ccc(NC(=O)C(NC(=O)CC2NC(=O)NC2=O)c2ccccc2)cc1 (stereo unspecified) | 4 | -0.4 | 1 | 0 | -2 | 3 | 9 | -1 | 0 | 0
COc1ccc(S(=O)(=O)Nc2ccccc2C(=O)NN2CCOCC2)cc1OC | 3 | -0.3 | -8 | 4 | 6 | 2 | 1 | 0 | 0 | -2
CC(C)(C)C(=O)NCC12C=CC(O1)C1C(=O)N(c3ccccc3)C(=O)C12 (stereo unspecified) | -1 | 0.2 | 1 | -1 | -1 | -1 | -2 | -3 | -1 | 81*
CC(=O)c1ccc(N2CCc3ccccc3C2)c([N+](=O)[O-])c1 | 0 | 0.2 | 10 | -3 | -4 | -2 | 2 | -2 | 1 | 2
CC(=O)NCc1nc2ccccc2n1Cc1ccccc1C | 6 | -0.2 | -5 | -4 | 5 | 3 | -2 | -8 | -3 | 3
COc1ccc(C(=O)Nc2ccccc2C(=O)NC(C)C)cc1OC | 0 | 0.2 | -15 | 0 | -5 | 1 | -2 | 2 | -4 | -1
Cc1ccc(Nc2nnc(SCC3CCCCO3)s2)cc1 (stereo unspecified) | -1 | 0.7 | -3 | -2 | 14 | -3 | 4 | 3 | 8 | -1
CC1=C2C3OC(=O)C(C)[C@@H]3CC[C@](C)(O)C2C2C3C4C5(C12)[C@H]1OC(=O)[C@@H](C)C1CC[C@]4(C)O[C@]5(C)[C@@H]3O (stereo partly specified) | 5 | -0.2 | 8 | 7 | 2 | -1 | -4 | -4 | -2 | -1
Cc1ccc(NC(=O)c2cc(C)nc3ccccc23)c(C)c1 | 1 | 0.0 | 2 | -5 | 2 | 1 | 1 | -10 | -8 | -2
CN(C)S(=O)(=O)c1cc(NC(=O)CN2C(=O)NC3(CCCc4ccccc43)C2=O)ccc1Cl (stereo unspecified) | 5 | 0.5 | -2 | -1 | 0 | 1 | 10 | -6 | -15 | 1
CCOc1ccccc1NC(=O)CCC(=O)Nc1ccc2nc(N3CCN(C)CC3)cc(C)c2c1 | 0 | 2.4 | 5 | -1 | -8 | 1 | 6 | 8 | -3 | -1
CCCCn1c(N)c(N(CCOC)C(=O)c2ccc(Br)o2)c(=O)[nH]c1=O | 1 | -0.7 | -6 | -5 | 4 | 3 | 7 | -3 | 1 | 7
Cc1cc(C)cc(N(C(=O)c2snc(C(N)=O)c2N)C(C(=O)NCC2CCCO2)c2cccs2)c1 (stereo unspecified) | 1 | -1.2 | -7 | 3 | -1 | -2 | -5 | 8 | -4 | 2
Nc1ccc(C(=O)N/N=C/c2ccccc2)cc1 | 2 | -0.2 | 0 | -2 | -4 | 4 | 3 | -3 | -1 | 1
COc1ccc(/C=C2\OC(=S)N(C)C2=O)cc1 | 0 | -1.8 | 14 | -3 | 3 | -1 | -2 | -6 | 2 | -2
Cc1cc(NC(=O)CCC(=O)N(Cc2ccco2)C(C(=O)NC2CCCC2)c2ccccc2C)no1 (stereo unspecified) | 6 | 0.3 | -8 | -4 | -7 | 5 | 5 | -1 | -7 | 1
c1ccc(CNCCC(Cc2ccccc2)c2ccco2)cc1 (stereo unspecified) | 9 | -0.1 | -20 | 4 | -4 | 2 | 2 | -14 | -4 | 9
Cn1c(=O)c(C(=O)NC2CCCCCCC2)c(O)c2ccccc21 | 0 | 0.0 | 6 | 1 | -2 | 1 | -1 | -1 | -2 | -1
C#CCN1C=C(C(=O)OCC)C(C)N(Cc2ccccc2I)S1(=O)=O (stereo unspecified) | 4 | 0.8 | 3 | -2 | -6 | -3 | -2 | -8 | 1 | 4
Cn1cc([N+](=O)[O-])c(C(=O)Nc2cc(Oc3cccnc3)cc([N+](=O)[O-])c2)n1 | -2 | 0.6 | 1 | 3 | 6 | 3 | -1 | 5 | -4 | -1
COc1ccccc1NC(=O)CSc1nc2ccccc2c(=O)n1C | 0 | 0.1 | 23 | 1 | 1 | 2 | 4 | 0 | 2 | -3
COC(=O)[C@H](Cc1ccc(O)cc1)NC(=O)Cn1cnc2c(SC)nc(N)nc21 | 1 | -0.1 | 6 | 1 | -4 | -7 | -1 | -5 | 1 | 2
CCn1c(SCC(=O)N(C)c2c(N)n(Cc3ccccc3)c(=O)[nH]c2=O)nc2ccccc21 | 2 | 1.8 | 10 | 1 | -4 | 7 | -3 | -5 | 1 | 27*
CCS(=O)(=O)Nc1c(C)n(C)n(-c2ccccc2)c1=O | 1 | 1.0 | -8 | 4 | -2 | 1 | -4 | -2 | -7 | -2
Cc1ccccc1OCCC(=O)Nc1ccc(Cl)cc1F | 0 | 0.1 | 0 | -3 | -1 | 4 | -6 | -4 | -10 | 2
Cc1cc(C)nc(SCC(=O)OCC(=O)N(C)c2c(N)n(Cc3ccccc3)c(=O)[nH]c2=O)n1 | -2 | -1.6 | -9 | 5 | -5 | -6 | 3 | 1 | -8 | -4
O=[N+]([O-])c1ccc(NC(=S)N2CCN(c3ccccc3)CC2)cc1 | 1 | 0.4 | -3 | 1 | -8 | -7 | 0 | 2 | 5 | -1
CCCCn1c(-c2ccccc2C)nc2cc3[nH]c(=O)c(C(C)C)nc3cc21 | -2 | -44 | -5 | 0 | 7 | -1 | -6 | -3 | -2 | 3
CCCC(C)C1c2c(c(C)c(C)oc2=O)Oc2c(C)c(C)oc(=O)c21 (stereo unspecified) | -3 | -0.4 | 3 | -1 | 6 | -1 | 2 | -2 | -5 | -2
Cc1ccc(-c2csc3ncnc(NCCN4CCOCC4)c23)cc1 | 0 | -0.4 | -3 | 1 | -4 | 4 | 4 | 0 | -3 | 2
COC(=O)CSc1nnc(CNc2ccc(OC)cc2)n1C | 0 | 0.4 | 3 | -3 | -3 | -2 | -6 | -7 | -2 | 6
Cc1cc(S(=O)(=O)N2CCCCC2CCNC(=O)C(=O)NC2CC2)ccc1F (stereo unspecified) | 0 | -0.1 | 6 | 1 | 4 | -1 | 0 | -1 | -3 | -5
Cc1cccc(/C=N/n2c(COc3ccccc3)n[nH]c2=S)c1 | 1 | 0.4 | 1 | 5 | -4 | 1 | 7 | -6 | 4 | 28*
OC(COc1ccc(Cl)cc1Cl)CN1CCc2ccccc2C1 (stereo unspecified) | 10 | 0.1 | -2 | -6 | -2 | -1 | 1 | -5 | -7 | 2
CC(=O)NCCC(=O)Nc1cc(S(=O)(=O)N2CCOCC2)ccc1N1CCCC1 | 1 | 0.3 | 23 | -1 | 3 | 0 | -7 | 3 | 4 | 1
COc1ccc(-n2ccn(CC(=O)Nc3ccccc3OC)c(=O)c2=O)cc1 | -1 | 0.3 | 6 | 1 | 3 | 2 | -6 | -1 | 2 | -2
Cc1cc(N2CCOCC2)nc2ccc(NC(=O)C3CCCCC3)cc12 | 6 | -1.2 | -10 | -1 | -4 | 2 | -2 | -13 | -4 | 8
O=C(Nc1ccc(N2CCN(C(=O)c3ccco3)CC2)cc1)c1cccs1 | 1 | 0.2 | -11 | -2 | -1 | -2 | -5 | 2 | -2 | -1
